Screening results from PubChem.
EWS-Fli block = inhibitors of EWS/Fli oncoprotein transcriptional activity. A673 NR0B1-luciferase reporter, viability-normalised. inhibition, % at 12.6 µM. 350,000 tested, 0.67% active;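 active = mean inhibition of at least 50% after viability correction, with every replicate also passing that limit; inconclusive = mean reaches 50% but only one of two replicates passes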;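 also: firefly luciferase signal divided by Alamar Blue viability fluorescence both relative to DMSO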
ARNT-TACC3 inh = ARNT/TACC3 interaction disruption. 390,000 tested, 0.66% active. AlphaScreen His-ARNT PAS-B/GST-TACC3 binding, luminescence; TACC3 fragment carries E629A point mutation. Q9Y6A5. inhibition, % at 9.99 µM. AID 623870;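 active = mean inhibition of replicates at least 50% and at least half of replicates each reaching 50%; inconclusive = half or more replicates reach 50% but mean below 50%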;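 also: 0% = complete ARNT plus TACC3 wells and 100% = ARNT alone without TACC3; many hits fall short of the cut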
DENV2 CPE rescue = inhibitors of DENV2 cytopathic effect; DENV2-infected cells, cytopathic effect rescue, plate reader; CPE inhibition, % at 9.99 µM; 350,000 tested, 1.7% active; in the data active = CPE inhibition above about 20%, passing the limit was not always enough; inconclusive = no clear call, values can overlap the other calls; tested in BHK-21 cells;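 also: 0% = median of neutral control wells and 100% = median of positive control wells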
XiGFP reactiv = X-chromosome reactivation activator; activation, % at 7.58 µM; 360,000 tested, 0.055% active; XiGFP mouse fibroblasts, % GFP-positive cells imaging, 3 d; cells co-treated with 5-aza-dC sensitizer; scaled so ellipticine positive control = 100%;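 active = mean normalized replicate activation at least 10% and every replicate at or above 10%; inconclusive = only one of the two criteria met; inactive = mean below 10% and not all replicates reach 10%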;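 also: 0% = median of on-plate neutral control wells and 100% = ellipticine 6 µM median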
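System: 68-5-11 XiGFP fibroblast line | Buffer or medium: DMEM containing 5-aza-dC | Compound: Single point | Times: Compounds 3 days, fix/stain 15 min at room temperature | Benchmarks: Positive control ellipticine, 6 µM final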
ERp5 inh = blocks human ERp5 reductase activity on insulin | inhibition, % at 9.99 µM | Q15084 | 350,000 tested, 0.05% active | ERp5 insulin aggregation, absorbance 650 nm, 90 min | AID 651711;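 active = mean replicate inhibition above about 25%, with every replicate also reaching it, limit read from the data, passing the limit was not always enough; inconclusive = only one of those two criteria met; inactive = neither criterion met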
Target sequence (Q15084 whole entry, looked up): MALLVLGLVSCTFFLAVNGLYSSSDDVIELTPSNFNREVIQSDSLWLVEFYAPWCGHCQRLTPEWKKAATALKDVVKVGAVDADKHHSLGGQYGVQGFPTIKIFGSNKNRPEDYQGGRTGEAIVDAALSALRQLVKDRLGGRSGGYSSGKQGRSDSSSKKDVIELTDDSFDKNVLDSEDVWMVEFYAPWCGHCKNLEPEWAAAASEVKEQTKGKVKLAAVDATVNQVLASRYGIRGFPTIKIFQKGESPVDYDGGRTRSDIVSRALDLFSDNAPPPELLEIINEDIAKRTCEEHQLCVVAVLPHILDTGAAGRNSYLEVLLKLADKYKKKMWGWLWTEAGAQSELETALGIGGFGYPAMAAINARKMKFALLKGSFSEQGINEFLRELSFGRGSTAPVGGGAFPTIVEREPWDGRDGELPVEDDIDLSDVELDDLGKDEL
PAX8 inh HTS = lowers PAX8-driven luciferase in RMG-I cells. RMG-I TPO-luciferase reporter, SteadyGlo, 24 h. inhibition, % at 12.6 µM. 360,000 tested, 1.2% active. AID 652154;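 active = mean replicate inhibition at least 60% with every replicate also reaching 60%; inconclusive = only one of the two criteria is met; inactive = mean below 60% and not all replicates reaching 60%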;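 also: luciferase light reporting Pax8 driven TPO promoter activity; plate controls were median of neutral control wells for no effect and mitoxantrone controls for full effect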
GSIS activator = GLuc luminescence reporter in INS-1E cells, primary screen for activators of glucose-dependent secretion of insulin | INS-1E GLuc reporter insulin secretion, 2-3 h | activation, % at 16.6 µM | 370,000 tested, 0.61% active;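 active = lowest replicate activation of at least 40%, so every replicate reaches that level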;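 also: 0% = median of neutral control wells and 100% = median of IBMX positive control wells; some compounds called inactive have numbers as strong as hits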
CFTR F508del cor = correctors of CFTR F508del function in bronchial epithelial cells; CFBE cells, YFP halide quenching; stimulated with forskolin plus potentiator P3; % fluorescence drop versus neutral controls; 350,000 tested, 0.36% active; AID 720511; activity (quench increase), % at 7.58 µM;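 active = mean added fluorescence quench of at least 8% versus neutral control, with both replicates also reaching 8%; inconclusive = only one of the mean or replicate conditions met; inactive = mean below 8% and not both replicates reaching 8%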;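 also: cells transiently co-express mutant CFTR-F508del with the halide-sensitive YFP; corrector assay measuring rescue of mutant channel to the surface after 24 h compound exposure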
* marks the source's active call; other numbers are inactive results; ? = inconclusive; . = no result given; & = joins results of further samples.

SMILES	EWS-Fli block	ARNT-TACC3 inh	DENV2 CPE rescue	XiGFP reactiv	ERp5 inh	PAX8 inh HTS	GSIS activator	CFTR F508del cor
COc1ccccc1NC(=O)N1CC(=O)N2[C@@H](CO)[C@@H](c3ccc(C#Cc4ccccc4)cc3)[C@@H]2C1	8	.	-6	0.0	-4	-16	-25	-0.4
CN(C)S(=O)(=O)c1ccc(C(=O)OCC(=O)NCc2ccco2)cc1	5	-6	-3	0.0	-1	4	8	-0.9
COc1ccc(NC(=O)CN(C)C(=O)Cc2ccc(-c3ccccc3)cc2)cc1	-12	.	-1	0.1	-1	11	-10	1.2
CN(C)c1ccc(CC(=O)N2CCCC(c3cc(C(=O)Nc4ccc(F)c(Cl)c4)no3)C2)cc1 (stereo not drawn)	-6	.	33*	-0.1	6	-6	6	-0.1
COC(=O)c1ccc(C(=O)OC)c(NC(=S)N2CCCC(CO)C2)c1 (stereo not drawn)	4	4	-3	0.0	-6	0	5	0.7
Cn1c(=O)n(C)c2cc(NC(=O)COc3ccc(F)cc3F)ccc21	1	-8	-3	0.0	2	3	-8	2.4
CCc1nc2ccc(C(=O)N3CCN(C(C)=O)CC3)cn2c1N(CC)C(C)=O	-3	.	3	0.2	4	-18	1	3.1
CSCCC(NC(=O)c1ccc(Cl)cc1)C(=O)OCC(=O)Nc1cc(Cl)ccc1C#N (stereo not drawn)	.	-10	.	-0.2	.	28	-13	.
CCCn1c(O)c(N=NC(=O)CNC(=O)/C=C/c2ccc(OC)cc2)c2ccccc21	.	28	-1	0.0	6	15	7	1.5
CCOc1cc(N2CCOCC2)c(OCC)cc1NC(=O)CN1C(=O)NC(CC)(c2ccc(F)cc2)C1=O (stereo not drawn)	0	.	0	0.0	3	12	-38	3.5
OCC1OC(n2cnc3ccccc32)CC1O (stereo not drawn)	4	.	14	0.1	1	10	-7	0.6
Cc1ccc(S(=O)(=O)Nc2ccc(C(=O)Nc3ccncc3)cc2)cc1	12	2	-3	0.0	0	16	.	.
Cc1c(C(=O)N(C)CCC#N)oc2ccc(S(=O)(=O)N3CC(C)CC(C)C3)cc12 (stereo not drawn)	.	-1	0	0.0	-1	18	-14	3.5
Cc1ccc(NS(=O)(=O)c2ccc(-c3coc(C)n3)cc2)c(Cl)c1	-17	.	4	0.2	5	.	-7	-1.4
CC[C@@H]1CC=C[C@H]2[C@H]1C(=O)N(Cc1ccccc1)[C@H]2c1ccc(C(F)(F)F)cc1	12	7	-2	0.0	-3	4	-21	1.8
Cc1nnc(NC(=O)c2ccccc2-c2ccccc2C(=O)O)s1	-6	-5	-6	0.0	3	6	-8	1.7
O=C(Nc1cc(Cl)cc(Cl)c1)N[C@H]1CC[C@@H](CCNS(=O)(=O)c2cccc(F)c2)O[C@@H]1CO	5	.	0	-0.1	-6	14	-12	4.7
O=C(C[C@@H]1CC[C@H](NC(=O)C2CC2)[C@@H](CO)O1)NCc1ccccc1Cl	-7	1	1	-0.5	1	-15	12	-1.0
COC(=O)c1ccc(CNC(=O)c2ccc(OCC(=O)N3CCOCC3)c(OC)c2)cc1	10	0	17	0.0	0	-14	-3	1.1
O=C(Nc1cccc(C(F)(F)F)c1)c1ccc(-n2cncn2)nc1	-2	-2	11	0.2	-3	-9	-1	2.6
Nn1cnnc1N/N=C/c1ccc(F)cc1	8	1	-4	0.1	-1	-1	3	1.9
CCCN1CCN(C(=O)Cn2nc(CC)n3c(cc4sccc43)c2=O)CC1	-9	.	10	0.3	-5	-10	3	-1.2
COc1ccccc1NC(=O)N1CC(=O)N2[C@H](C1)[C@@H](c1ccc(C#CC3CC3)cc1)[C@@H]2CO	-12	.	-6	0.1	-1	-8	-21	2.1
COc1cccc(-c2cn(CC[C@H]3CC[C@H](NC(=O)CC4CC4)[C@H](CO)O3)nn2)c1	2	-29	-4	-0.4	3	-7	-12	3.1
Cc1ccc(C)c(NC(=O)CN(C)C(=O)Cc2ccccc2)c1	.	-3	.	0.1	.	19	24	.
COc1ccc(Cl)cc1N(CC(=O)NCCSc1ccccn1)S(=O)(=O)c1ccccc1	5	-14	-3	0.6	-3	29	-26	-0.2
O=C(CN1CCOCC1)N1CCCCN2[C@H](C1)[C@H](c1ccc(/C=C/c3ccccc3)cc1)[C@@H]2CO	1	8	4	0.5	-2	?	5	-5.6
CC1Cc2ccccc2N1C(=O)c1cc2cccnc2n(C)c1=O (stereo not drawn)	1	-6	?	0.2	3	20	3	-0.7
O=C(NNC(=O)c1nc2ccccc2[nH]1)OCc1ccccc1	-3	-9	?	-0.3	-2	-23	-16	0.2
CC1=C(C(=O)N(C)C)CC(CC(=O)NCc2ccco2)C(=O)N1CCC1=CCCCC1 (stereo not drawn)	-12	.	?	0.0	2	8	12	-1.3
Cc1cc(C)cc(NC(=S)Nc2cccc3cnccc23)c1	0	.	13	0.2	6	14	-30	0.1
Cc1ccccc1NC(=S)NCC1CCC(CNC(=S)Nc2ccccc2C)CC1 (stereo not drawn)	14	6	-2	0.2	1	-4	-3	-3.3
COc1ccc(NC(=O)c2ccc(COc3ccc(C)cc3)o2)cc1	-30	11	-5	0.0	9	-143	3	-1.4
C[C@@H]1CCCCO[C@@H](CN(C)S(=O)(=O)c2cn(C)cn2)[C@H](C)CN([C@H](C)CO)C(=O)c2cc(NC(=O)C3CCCCC3)ccc2O1	2	-4	-7	-0.7	-3	-3	1	-1.0
COc1ccccc1S(=O)(=O)N1CCC(C(=O)O)(c2ccccc2)CC1	-3	2	-8	0.3	-2	4	7	-3.3
O=C(NNC(=S)NCc1ccco1)c1cccs1	2	3	-1	-0.1	1	-6	.	.

Marked active in DENV2 CPE rescue, of those listed so far:
| compound | ARNT-TACC3 inh | DENV2 CPE rescue | ERp5 inh | GSIS activator | CFTR F508del cor |
| --- | --- | --- | --- | --- | --- |
| CN(C)c1ccc(CC(=O)N2CCCC(c3cc(C(=O)Nc4ccc(F)c(Cl)c4)no3)C2)cc1 (stereo not drawn) | . | 33* | 6 | 6 | -0.1 |

Continuation.
SMILES	EWS-Fli block	ARNT-TACC3 inh	DENV2 CPE rescue	XiGFP reactiv	ERp5 inh	PAX8 inh HTS	GSIS activator	CFTR F508del cor
CC1=CCn2c(=O)c3ccccc3c(=O)n2C1	-4	.	3	0.0	3	0	8	0.0
O=C(O)c1ccccc1C(=O)Nc1ccc(Oc2cccc3ccccc23)cc1	86*	-1	.	0.0	6	26	5	-3.0
Cn1cnc(S(=O)(=O)N[C@H]2CC[C@@H](CC(=O)NCC3CC3)O[C@H]2CO)c1	-4	0	0	-0.4	1	-6	0	0.7
CCOc1ccccc1NC(=O)Nc1cccc(NC(C)=O)c1	0	-2	8	-0.1	-1	-9	.	2.9
c1ccc2c(c1)N1CCCN=C1N2CCN1CCCCC1	3	.	10	-0.1	2	2	0	8.9*
COC(=O)C1=C(C)N(Cc2ccc(Cl)cc2)C(=S)NC1c1cccc(OC)c1 (stereo not drawn)	6	.	-8	0.1	-7	4	-33	0.1
COc1ccc(NC(=O)N(C)C[C@H]2OCCCC[C@@H](C)Oc3ccc(N(C)C)cc3C(=O)N([C@@H](C)CO)C[C@H]2C)cc1	-3	.	.	-0.2	.	12	-10	2.1
COCCNC(=O)c1cc2c(c(-c3cccc(-c4cccc(F)c4)c3)n1)[C@H](CCO)N([S@@](=O)C(C)(C)C)C2	11	11	2	-0.1	1	19	-20	3.1
C[C@@H]1CCCCO[C@@H](CN(C)Cc2ccc(C(=O)O)cc2)[C@H](C)CN([C@H](C)CO)C(=O)c2cc(NC(=O)CCC(F)(F)F)ccc2O1	3	-12	-3	-0.6	-8	.	10	-1.2
C[C@@H](c1ccccc1)N1C[C@H](COCc2ccccc2)Oc2cc(N3CC[C@@H](O)C3)ccc2S1(=O)=O	20	.	-4	0.1	4	21	-4	-0.5
CNC[C@@H]1Oc2ccc(NC(=O)C3CC3)cc2C(=O)N([C@@H](C)CO)C[C@H]1C	-10	-6	-10	2.5	-1	15	15	-1.1
COc1cccc(NCc2ccc([N+](=O)[O-])s2)c1	14	-6	4	-0.1	8	24	.	.
C[C@H](CO)N1C[C@H](C)[C@@H](CN(C)C(=O)Nc2cccc3ccccc23)Oc2ccc(NC(=O)C3CCCCC3)cc2CC1=O	12	19	6	-0.7	3	.	-6	-2.0
O=C(N[C@@H]1CC[C@H](CC(=O)N2CCc3ccccc3C2)O[C@@H]1CO)C1CC1	4	.	-5	0.3	-3	-24	7	-0.6
C[C@H]1CN([C@@H](C)CO)C(=O)CCCn2cc(nn2)CO[C@@H]1CN(C)S(=O)(=O)c1ccc2ccccc2c1	-4&-4	-2	1&1	0.0&0.2	-2&7	-16&-1	14&2	3.1&-2.2
O=C(Nc1ccc(OCc2ccccc2)cc1)c1cccc([N+](=O)[O-])c1	-14	0	-1	0.3	2	-30	12	.
O=C(NC1CC1)C(Cc1ccccc1)NS(=O)(=O)c1ccccc1F (stereo not drawn)	5	-6	1	-0.1	-4	5	-11	-0.9
Cc1ccc(C(=O)CC(C(=O)O)n2ccc(C)n2)cc1 (stereo not drawn)	.	-3	.	.	-3	1	12	.
O=C(NCc1ccccc1)c1onc(CSc2ccc(F)cc2)c1C(=O)NCCCN1CCOCC1	9	9	-20	0.0	2	-2	-4	4.6
Cn1c(N)c(C(=O)COC(=O)c2ccccn2)c(=O)n(C)c1=O	2	-1	-1	0.0	3	33	-1	-2.5
CC(=O)c1cccc(-c2ccnc3c2CC(C(=O)Nc2ccc(Cl)c(C(F)(F)F)c2)O3)c1 (stereo not drawn)	10	.	-7	0.1	5	-6	-49	0.1
NC(=O)C[n+]1cccc(/C=N/O)c1	0	-3	3	0.0	0	0	6	-0.3
Cn1c(CN2CCOCC2)nnc1SCC(=O)Nc1cccc(C(F)(F)F)c1	-3	-14	8	0.1	2	-15	19	-1.6
COCC(C)n1c(SCc2ccc(C(=O)OC)cc2)nc2ccccc2c1=O (stereo not drawn)	4	-4	5	0.2	4	3	-7	-1.6
CC1(C)CC(=O)N(Cc2ccccc2)C(=O)C1	-22	.	-4	0.2	-2	20	4	0.8
O=C(CCC(=O)NNC(=O)c1ccccc1[N+](=O)[O-])NCc1ccccc1	7	.	18	0.0	3	2	3	0.5
O=C(CC1C(=O)NCCN1Cc1cccc(Oc2ccccc2)c1)NCCn1cccn1 (stereo not drawn)	8	-13	-1	-0.1	2	-12	-1	.
COc1cccc(-n2c(SCC(=O)NC3CC3)nc3ccccc3c2=O)c1	-2	.	4	0.3	-2	4	.	-1.6
Cc1cc(C)nc(NS(=O)(=O)c2ccc(NC(=S)NC(=O)c3ccco3)cc2)n1	12	4	1	0.0	1	-3	6	-1.8
C[C@H](CO)N1C[C@H](C)[C@@H](CN(C)C)Oc2ccc(NC(=O)C3CCCCC3)cc2C1=O	0	0	-4	0.1	5	-15	4	-1.6
Fc1ccc(NC(=S)Nc2cccc3cnccc23)cc1	6	30	13	0.1	-2	-1	.	-3.3
O=C(NC1CC1)c1ccc2c(c1)N(Cc1ccc(Cl)cc1)CCS2	-5	-3	18	0.0	-2	-3	13	1.1
N#C/C(N=Nc1ccccc1O)=N\Nc1ccccc1O	-22	37	-9	0.0	7	27	9	4.1
CC(=O)Nc1ccc(NC(=O)CCCc2c[nH]c3ccccc23)cc1	8	.	.	0.0	2	1	-2	-1.5
C[C@@H]1CN([C@@H](C)CO)C(=O)Cc2cc(NC(=O)Cc3cn(C)c4ccccc34)ccc2O[C@H]1CN(C)Cc1ccncc1	-5	-1	12	-1.0	-1	3	-29	0.8
